Arr AP2 block – inhibitors of beta-arrestin/AP2 binding, primary screen, biochemical, GPCR trafficking, flow cytometry | FITC-arrestin peptide / GST-AP2 beads; AP2 beta2 appendage carries R879A mutation | 0.31% of 340,000 active | beta-arrestin 1 C-terminal peptide binding to AP2 beta2-adaptin appendage (human) | inhibition, % at 10 µM;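 active = inhibition above a set limit, near 3 SD of compounds lacking own fluorescence, cut at about 54% in these data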;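 also: plate controls were DMSO wells for no effect and 5 µM unlabelled arrestin peptide for full effect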
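System: GST-tagged AP2 beta2-adaptin appendage (R879A) on 4 µm glutathione beads / Reagent: FITC-arrestin peptide, 50 nM / Detection: HyperCyt-sampled flow cytometry, FL1 channel, ex 488/em 535 nm / Timing: 12 min plus 1 h, RT / Buffer or medium: PBS plus Tween 20 (0.05%) and BSA (0.1%)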
LANA DNA inh – inhibitors of KSHV C-LANA binding to DNA, primary screen, biochemical, fluorescence polarization, FAM-LBS DNA, MBP-C-LANA, single point. inhibition, % at 9 µM. 0.078% of 340,000 active. Kaposi's sarcoma herpesvirus LANA C-terminal domain (residues 932-1162) DNA binding. AID 504423, 2011;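 active = highest replicate inhibition at or above 60% at 9 µM, even if other replicates fall short; inactive = all replicates below 60% inhibition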;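 also: 0% = neutral control wells and 100% = 4 µM acridine orange control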
Keap1-Nrf2 PPI – Keap1-Nrf2 protein-protein interaction inhibitors, primary screen, biochemical, fluorescence polarization, single point | Kelch-like ECH-associated protein 1 (Homo sapiens), Q14145 | Keap1 Kelch-Nrf2 peptide fluorescence polarization, 1536-well | inhibition, % at 9.4 µM | 0.15% of 340,000 active; in the data active = inhibition above about 12%; inconclusive = no clear call, values can overlap the other calls; inactive = below about 7.3%;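 also: human Keap1 Kelch domain with fluorescein labeled Nrf2 9mer peptide probe; 0% = neutral control wells and 100% = peptide positive control; higher means more block of Keap1 binding to Nrf2 peptide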
RTF Ca sens inh – cardiac RTF calcium sensitivity inhibitors, primary screen, biochemical, IANBD-TnC fluorescence, EC70 calcium; inhibition, % at 7.15 µM; IANBD-labeled cardiac RTF, Ca2+ fluorescence; AID 493244, 2011; 0.12% of 340,000 active; Troponin I, cardiac muscle (Homo sapiens) + Troponin T, cardiac muscle (Homo sapiens) + …;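 active = inhibition above the mean inhibition of all tested compounds plus 3 SD, cut at about 17% in these data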;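 also: assay run at fixed EC70 calcium of 1.6 mM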
Pemphigus Ab inh – inhibitors of pemphigus antibody binding to DSG3, primary screen, biochemical, bead-based, flow cytometry, scFv-GFP | Desmoglein-3 (Homo sapiens), P32926 | DSG3-coupled beads, scFv-anti-DSG3-GFP binding; hits give low values | binding (percent of control), % at 10 µM | 0.48% of 310,000 active;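 active = binding more than 3 SD below its plate's average and above zero; inconclusive = below that plate limit but binding exactly zero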;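 also: hits lower antibody fragment binding to DSG3; some compounds called inactive have numbers as strong as hits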
Target sequence (P32926 whole entry, looked up, the tested form may be a part): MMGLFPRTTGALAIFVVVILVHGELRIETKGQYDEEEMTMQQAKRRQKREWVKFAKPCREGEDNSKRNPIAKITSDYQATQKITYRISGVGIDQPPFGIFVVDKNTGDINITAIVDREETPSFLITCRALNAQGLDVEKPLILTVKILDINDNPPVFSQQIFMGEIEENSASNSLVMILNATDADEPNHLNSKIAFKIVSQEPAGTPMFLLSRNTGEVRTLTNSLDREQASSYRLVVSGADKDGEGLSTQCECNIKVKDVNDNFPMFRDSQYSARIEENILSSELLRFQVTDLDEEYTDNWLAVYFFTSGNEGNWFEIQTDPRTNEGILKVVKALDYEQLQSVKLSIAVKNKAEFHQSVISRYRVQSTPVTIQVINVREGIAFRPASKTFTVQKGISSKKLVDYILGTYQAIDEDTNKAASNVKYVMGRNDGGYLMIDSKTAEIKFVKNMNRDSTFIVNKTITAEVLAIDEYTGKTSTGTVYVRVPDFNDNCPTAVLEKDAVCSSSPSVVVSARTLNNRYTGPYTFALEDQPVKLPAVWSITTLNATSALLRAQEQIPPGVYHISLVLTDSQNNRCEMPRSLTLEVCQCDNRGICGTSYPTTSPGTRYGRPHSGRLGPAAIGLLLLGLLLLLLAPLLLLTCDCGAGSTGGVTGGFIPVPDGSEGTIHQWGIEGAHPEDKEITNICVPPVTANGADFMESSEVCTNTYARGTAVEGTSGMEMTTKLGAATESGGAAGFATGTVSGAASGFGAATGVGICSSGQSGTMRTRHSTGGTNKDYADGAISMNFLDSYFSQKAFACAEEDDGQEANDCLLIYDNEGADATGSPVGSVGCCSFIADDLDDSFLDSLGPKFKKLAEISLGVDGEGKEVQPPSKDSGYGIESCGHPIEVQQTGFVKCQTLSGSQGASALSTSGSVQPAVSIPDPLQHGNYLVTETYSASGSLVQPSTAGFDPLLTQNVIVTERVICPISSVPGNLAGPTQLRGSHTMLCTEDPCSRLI
V-ATPase pH – regulators of yeast V-ATPase proton pumping, primary screen, pHLuorin cytosolic pH fluorescence. 0.37% of 350,000 active. AID 504577, 2011. response, % at 10 µM. S. cerevisiae; in the data active = response mostly above about 7.3%, no sharp cut-off; inactive = mostly below about 5.4%; also: actives read high; inactives centre near 0; some compounds called inactive have numbers as strong as hits; reference of the scale not given here
Wnt bcat act – Wnt/beta-catenin pathway activators, primary screen, cell-based, plate reader, single point | Wnt/beta-catenin reporter cell assay, activator | activation, % at 9.35 µM | 1.2% of 300,000 active | AID 743398, 2014; in the data active = activation above about 30%, passing the limit was not always enough; inconclusive = no clear call, values can overlap the other calls;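 also: 0% = neutral control wells and 100% = positive control wells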
RTF Ca sens act – cardiac RTF calcium sensitivity activators, primary screen, biochemical, IANBD-TnC fluorescence, EC20 calcium; Troponin I, cardiac muscle (Homo sapiens) + Troponin T, cardiac muscle (Homo sapiens) + …; IANBD-labeled TnC RTF fluorescence at EC20 calcium; 0% EC20 calcium, 100% full calcium; activation, % at 7.2 µM; 0.24% of 340,000 active;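 active = activation above the mean over all tested compounds plus 3 SD, cut at about 30% in these data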;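 also: rise in fluorescence read as greater calcium sensitivity of cardiac thin filaments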
MOR-DOR ag – agonists of OPRM1-OPRD1 heterodimerization, primary screen, cell-based, luminescence; Mu-type opioid receptor (Homo sapiens) + Delta-type opioid receptor (Homo sapiens), …; cells; activation, % at 9.3 µM; 0.3% of 340,000 active; in the data active = activation above about 18%;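 also: 0% = vehicle-treated cells and 100% = reference agonist; values of inactives mirror those of a sister screen read the other way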
OPRM1-OPRD1 inv – inverse agonists of MOR-DOR heterodimerization, primary screen, cell-based, luminescence; Mu-type opioid receptor (Homo sapiens) + Delta-type opioid receptor (Homo sapiens), …; cell-based MOR-DOR heterodimer luminescence, inverse agonism; inhibition, % at 9.3 µM; 0.21% of 340,000 active; in the data active = inhibition above about 22%, passing the limit was not always enough;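 also: 0% = cells with DMSO and 100% = wells without cells with DMSO; values of inactives mirror those of a sister screen read the other way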
* hit, by the source's call; ? = inconclusive; . = not tested or not shown; & = joins results of further samples. The order is random; overall some 3.1% were active at least once.

SMILES	Arr AP2 block	LANA DNA inh	Keap1-Nrf2 PPI	RTF Ca sens inh	Pemphigus Ab inh	V-ATPase pH	Wnt bcat act	RTF Ca sens act	MOR-DOR ag	OPRM1-OPRD1 inv
COc1cccc(NC(=O)CSc2nnc(-c3ccoc3C)n2CC2CCCO2)c1 (centres undefined)	-7.3	-1.9	-2.1	3.6	98.1	0.2	-6.9	1.1	-1.2	7.2
COc1ccc(NC(=O)C(C)NS(=O)(=O)c2ccccc2)cc1Cl (centres undefined)	3.3	-0.7	0.1	1.1	99.4	0.0	.	-6.5	-3.2	15.5
CCCNC(=O)NC(=O)CSc1cccc(C(F)(F)F)c1	9.3	0.7	2.6	1.4	97.0	4.1	-2.4	0.8	1.9	-9.8
O=C(c1cccc(S(=O)(=O)N2CCCCC2)c1)N1CCN(Cc2ccccc2)CC1	7.9	-0.4	-4.0	1.9	95.7	2.5	-0.5	0.6	-0.5	2.0
COC(=O)C(NS(C)(=O)=O)(c1c(C)[nH]c2ccccc12)C(F)(F)F (centres undefined)	9.7	0.8	1.1	-6.2	98.7	-0.8	0.6	2.1	-2.6	12.4
CC(=O)c1ccc(C(=O)Nc2ccc(N3CCOCC3)cc2)cc1	1.6	-0.2	0.2	-1.9	108.4	-1.4	.	1.1	-1.8	9.9
Cn1cnnc1SCC(=O)c1ccc(OC(F)F)cc1	1.0	-0.8	2.4	-7.7	101.2	1.6	-1.2	-6.1	-0.7	3.9
CCCC[C@@H]1C=C(C(=O)O)[C@H](c2ccc(CC)cc2)N1S(=O)(=O)c1ccc(C)cc1	33.7	0.3	4.5	-6.7	104.6	1.7	-1.0	-6.5	-0.9	4.2
COc1ccc(NC(=S)N(CCCOC(C)C)C2CCN(C(C)=O)CC2)cc1Cl	4.2	-0.5	-3.2	-7.2	107.6	1.2	1.7	-3.0	0.3	-1.4
O=C1CCN(CCc2ccccc2)CCN1[C@H](CSc1ccccc1)Cc1ccccc1	16.3	-1.6	0.1	-4.1	105.8	0.3	-0.3	-1.6	4.1	-22.6
C/C(=C\C(=O)OCCCCCCCCC(=O)O)C[C@@H]1OC[C@H](C[C@@H]2O[C@H]2[C@@H](C)[C@H](C)O)[C@@H](O)[C@H]1O	1.1	-0.4	-5.1	5.0	139.3	5.8	0.5	-0.5	-0.3	1.4
C/C(Cl)=C/Cn1c(NCCN(C)C)nc2c1c(=O)n(C)c(=O)n2C	1.4	-1.0	-4.2	-1.5	102.9	0.1	-8.7	4.0	-0.1	0.4
Cn1c(=O)n(C)c2cc(N3CCOCC3)c(NC(=O)c3ccc(F)cc3)cc21	41.4	0.1	-0.8	-0.3	99.7	-4.5	-0.4	-10.6	-1.8	9.2
COc1cc(OC)cc(-c2c(-c3cccs3)c3cc(-c4cnc(N)nc4)ccc3n2C)c1	-1.3	0.1	-4.4	-0.7	105.8	0.6	-5.4	0.8	1.8	-10.1
CCCN(CCC)CCCNC(=O)c1cn(-c2ccc(OC)cc2)c(=O)c2ccccc12	-1.1	-1.7	1.5	-2.5	102.0	-0.7	8.8	0.6	-3.3	14.7
O=C(Cc1ccc(S(=O)(=O)N2CCOCC2)s1)NCCc1ccc(F)cc1	-8.4	0.7	-7.9	-9.4	109.4	2.1	-2.1	-2.3	-1.2	7.6
[O-][n+]1cccc2c(Br)cc(Br)c(O)c21	17.8	2.1	-4.9	8.5	100.5	-1.6	1.5	0.1	7.9	-40.1
O=C1CSC(=Nc2ccccc2)N1	4.4	-1.7	-1.0	-3.7	106.2	-3.1	.	-0.7	-1.4	7.8
CCC(C)c1ccccc1NC(=O)CN(CC)CC(=O)Nc1ccc2c(c1)OCCO2 (centres undefined)	-1.0	-0.3	2.5	2.3	103.1	-3.1	4.6	-4.0	-0.7	2.9
CCN(CC)C(=O)c1ccc(CS(=O)(=O)c2ccc(OC)cc2)o1	3.7	-1.8	-1.3	-2.4	106.2	1.8	-4.4	-5.0	-2.4	12.2
CC(C)OCCCNC(=O)c1ccc(NC(=O)C2CCCO2)cc1 (centres undefined)	7.2	0.6	-0.5	-6.0	97.1	-0.6	.	9.5	-1.9	11.2
COc1ccc(C(=O)C(C)OC(=O)c2sc(C)nc2C)cc1 (centres undefined)	-10.9	1.3	-3.4	-1.3	.	4.0	2.0	-2.0	-1.5	5.9
COc1ccc(C(=O)C(Cc2cc(C(C)=O)ccc2OC)N2CCCC2)cc1 (centres undefined)	38.0	-0.8	-4.2	-3.9	107.3	1.2	0.0	2.5	-1.9	9.7
O=C(N/N=C/c1ccc([N+](=O)[O-])cc1)c1cc2ccccc2o1	-8.8	0.2	1.1	-6.8	.	0.3	-0.8	8.7	4.5	-22.3
CC(=O)c1cccc(NS(=O)(=O)c2c(C(=O)N3CCOCC3)c(C)n(C)c2C)c1	29.4	0.6	-1.8	-8.2	93.3	0.6	0.1	-2.8	-3.2	16.8
CN(Cc1ccccc1)C(=O)c1ccccc1NC(=O)C1CC1	.	-0.3	-2.1	-16.2	102.0	1.7	-1.0	-0.3	-0.6	3.8
Cc1ccc(/C=C/C(=O)C2C(=O)c3ccccc3C2=O)cc1	-4.7	-1.9	-4.5	-3.1	117.4	3.1	.	1.0	-2.8	16.3
C/C(=N\Nc1nnc(C)c(=O)[nH]1)C(=O)O	-2.3	-0.6	1.3	-7.9	99.9	-3.5	.	-3.6	0.1	-0.7
CC(=O)N1c2ccc(S(=O)(=O)NCCc3ccc(S(N)(=O)=O)cc3)cc2CC1C (centres undefined)	-2.4	-1.8	-2.4	-2.8	.	-0.9	-0.7	-3.8	-1.7	8.6
CC(c1ccccc1)n1cnc2ccccc21 (centres undefined)	2.6	-1.2	0.5	7.9	.	-1.9	-3.9	-0.6	2.2	-13.3
Cc1ccc(CN(Cc2ccccn2)C(=O)Nc2c(F)cccc2F)cc1	2.9	0.0	0.9	-2.0	96.2	2.8	-0.4	-2.3	-4.2	19.2
CC1(C)SC(C)(C)N(C=O)C1C(=O)O (centres undefined)	26.6	-1.8	3.2	-2.9	92.0	-1.0	2.4	-5.5	-2.0	9.8
COc1ccc(CC(=O)OCC(=O)N2CCc3ccccc32)cc1OC	7.5	-1.7	-2.3	-1.8	.	1.2	0.6	3.1	0.0	0.1
Cc1cc(Br)ccc1SCC(=O)OCC(=O)NC1CC1	-2.7	1.9	1.2	-2.4	104.7	2.1	.	-1.8	0.1	-0.9
CN1CC2CCCC3(C1)C(=O)NC1(CCCCC1)N=C23 (centres undefined)	27.0	1.1	-1.2	-15.6	109.8	-1.4	1.0	-1.6	-2.5	11.1
COCCNC(=O)CN1CCC(NC(=O)Nc2ccc(C(F)(F)F)cc2)CC1	-3.2	2.3	3.6	-2.4	89.3	-1.5	-5.4	0.3	-1.4	6.8
Cc1[nH]n(C(C)(C)C)c(=O)c1Sc1ccc(Cl)cc1	-2.5	1.0	-6.6	-1.1	103.4	-1.8	-1.7	-0.2	-1.0	5.3
Cc1onc(-c2ccccc2)c1C(=O)Nc1sc2c(c1C(N)=O)CCC2	25.6	-0.7	-3.1	6.4	.	-1.3	0.0	2.0	-2.1	12.3
O=Cc1ccc(O)cc1O	0.6	-1.9	-6.6	1.0	98.8	0.7	-1.0	0.2	-2.4	12.2
COc1ccc(NC(=O)c2ccccn2)cc1OC	4.0	1.9	1.0	-19.7	104.9	-2.2	?	0.5	-0.1	0.8
Cn1ncc(Cl)c1C(=O)NCc1ccco1	15.4	0.5	-6.0	1.4	92.1	5.1	.	1.6	0.6	-4.1
C[C@H](CO)N1C[C@H](C)[C@@H](CN(C)Cc2ccc(Cl)c(Cl)c2)Oc2c(NS(=O)(=O)c3ccc(F)cc3)cccc2C1=O	.	-1.5	1.5	7.4	108.0	-0.3	-1.5	6.1	0.7	-4.1
N#CCCN(C(=O)COc1ccc(Cl)cc1Cl)c1ccccc1	11.8	-1.5	-2.5	-3.9	85.8	-0.1	-1.2	4.2	-0.8	4.4
COc1cccc(N2CCN(S(=O)(=O)c3ccc4c(c3)oc(=O)n4C)CC2)c1	-12.2	0.4	0.8	0.8	89.3	3.0	-0.2	-1.6	-2.0	10.7
N#CCSc1nnc2ccc3ccccc3n12	13.1	-0.4	-5.1	-7.2	.	-4.1	.	-3.4	-2.8	11.8
CCOc1ccc(CC(=O)NNC(=S)NCCc2ccccc2)cc1	-12.5	-2.5	-5.2	-5.4	66.2*	1.9	-2.3	12.7	-1.1	5.4
CC(C)C(=O)N1CCN(CCN=CC2=C(O)CC(c3ccco3)CC2=O)CC1 (centres undefined)	1.6&1.4	-0.2&1.1	-4.1&4.6	-7.2&-8.2	116.1&105.2	3.1&-0.5	-0.6&-2.6	4.1&-0.5	0.3&-1.0	-1.3&5.5
O=C(CCS(=O)(=O)c1cccc2nonc12)N1CC(=O)N(CCc2ccccc2)C(=O)C1	2.0	-0.8	-5.7	4.8	100.9	0.7	-3.0	12.0	-3.0	17.8
CN1CCN(c2ccccc2NC(=O)COc2ccc(Cl)cc2)CC1	0.4	-1.0	0.1	-6.1	114.4	6.0	3.6	-3.0	0.5	-2.6
C/C(=N\NC(=O)c1nnn(-c2nonc2N)c1CN1CCCCCC1)c1ccc(Br)cc1	10.7	-0.3	-5.8	5.1	94.7	5.7	1.5	7.7	1.4	-7.7
O=C(NCC1CC1)c1ccc2c3n(nc2c1)-c1ccccc1CO3	20.8	1.2	0.5	-0.2	102.8	2.8	45.9*	-4.4	-2.4	13.0
CNC(=O)COc1coc(CN2CCN(Cc3ccccc3)CC2)cc1=O	-0.1	-0.6	-0.4	-6.1	97.2	1.5	1.5	0.3	-1.1	5.6
N/C(=N\OC(=O)c1ccccc1)C(C(=O)NOC(=O)c1ccccc1)C1CCCCC1 (centres undefined)	1.6	1.1	-3.4	-3.8	91.5	5.1	10.0	-4.1	5.4	-28.7
O=C(N/N=C/C=C/c1cccc([N+](=O)[O-])c1)c1ccncc1	4.2	-1.8	-2.0	-3.5	101.7	-0.9	2.7	-3.7	-4.1	20.7

Screens (PubChem BioAssay)
